IDE inh: inhibitors of human insulin-degrading enzyme in cells; inhibition, % at 5.59 µM; 320,000 tested, 0.41% active; AID 434962; HEK cells, FAbetaB cleavage, fluorescence polarization;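 active = percent inhibition above the average of all tested compounds plus 3 SD, set per screening campaign, cut at about 16% in these data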;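 note: IDE supplied by intact live HEK cells; FP after avidin binding of uncleaved biotin substrate so inhibition keeps polarization high; 0% = DMSO wells and 100% = 60 µM reference IDE inhibitor Ii1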
HCV NS3 hel inh: inhibitors of Hepatitis C virus NS3 helicase. inhibition, % at 10.9 µM. 290,000 tested, 0.56% active. AID 1800. NS3 helicase DNA unwinding, Cy5 molecular beacon fluorescence;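 active = inhibition above the mean of all tested compounds plus 3 SD, set per campaign, cut at about 35% in these data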;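 note: 0% = DMSO wells and 100% = thioflavine S control wells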
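assay system = NS3 helicase fragment of HCV | buffer or medium = MOPS pH 6.5, MgCl2, DTT, Tween20, BSA | timing = 60 min unwinding reaction at 25 °C after ATP addition | signal = Cy5 beacon fluorescence read at start and 1 h | read-out basis = % inhibition of unwinding | control set = low DMSO, high thioflavine S at 110 µM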
VIM-2 inhibitor: blocks Pseudomonas aeruginosa VIM-2 metallo-beta-lactamase. inhibition, % at 5.6 µM. purified VIM-2, nitrocefin hydrolysis, epi-absorbance fluorescence. 290,000 tested, 0.89% active;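 active = inhibition above the mean of all tested compounds plus 3 SD, cutoff set per screening run, cut at about 7.5% in these data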;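 note: red hydrolysis product quenches plate fluorescence so inhibitors raise well fluorescence; 0% = enzyme with DMSO and 100% = DMSO without enzyme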
IMP-1 inh: blocks Pseudomonas aeruginosa IMP-1 metallo-beta-lactamase | purified IMP-1, nitrocefin hydrolysis, epi-absorbance fluorescence | inhibition, % at 5.6 µM | 290,000 tested, 0.45% active | AID 1556;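 active = inhibition above the mean plus 3 SD of all compounds in the same screening run, cut at about 4.5% in these data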;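 note: 0% = IMP-1 with DMSO and 100% = DMSO wells lacking enzyme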
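system = purified recombinant IMP-1 beta-lactamase | amount = 0.2 nM IMP-1, as dispensed | medium = HEPES buffer pH 7.1 with ZnSO4 and Brij 35 | times = 25 °C, 15 min preincubation, 25 min reaction | detection = plate fluorescence quenching by hydrolysis product, ex 480/em 530 nm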
p-CIP stab down: lowers stability of the mouse p/CIP coactivator protein. Q05BA5. F442A p/CIP-EGFP cells, EGFP fluorescence, 16 h. decrease of EGFP signal, % at 10 µM. 290,000 tested, 0.01% active;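 active = EGFP signal decrease of at least 30% at 10 µM or well 3 SD below plate mean, unless failing retest; inactive = the rest, including hits failing retest or dose response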; note: some compounds called inactive have numbers as strong as hits; many of its hits are not listed in these tables
GalR3 antagonist: blocks the human galanin receptor 3 | HEK293 GalR3-CNG cAMP membrane potential fluorescence; galR3 body fused to GalR1 C-terminus | inhibition, % at 3 µM | 360,000 tested, 0.44% active;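 active = inhibition above the screen-wide average plus 3 SD, cut at about 13% in these data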;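 note: forskolin and galanin both at EC90 stimulate the cells; cAMP rise reported by CNG channel membrane potential dye signal; 0% = forskolin plus galanin with DMSO and 100% = forskolin alone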
Target sequence (O60755 1-299 limits assumed): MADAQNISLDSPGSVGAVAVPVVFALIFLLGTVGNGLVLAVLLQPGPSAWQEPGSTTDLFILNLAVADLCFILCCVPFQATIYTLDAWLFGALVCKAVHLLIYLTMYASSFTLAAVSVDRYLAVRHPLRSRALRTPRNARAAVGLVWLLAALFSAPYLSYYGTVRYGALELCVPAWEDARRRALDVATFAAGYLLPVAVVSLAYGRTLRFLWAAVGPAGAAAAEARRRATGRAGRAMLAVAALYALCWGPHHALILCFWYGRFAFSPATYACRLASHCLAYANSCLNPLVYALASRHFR
UBC9 SUMO inh: blocks human SUMOylation mediated by UBC9. P63279. HTRF SUMOylation assay, SAE1/SAE2 + UBC9, in vitro. inhibition, % at 35 µM. 290,000 tested, 0.36% active; in the data active = inhibition above about 50%, passing the limit was not always enough; note: strong numbers were not always called active
Target sequence (P63279 whole entry, looked up): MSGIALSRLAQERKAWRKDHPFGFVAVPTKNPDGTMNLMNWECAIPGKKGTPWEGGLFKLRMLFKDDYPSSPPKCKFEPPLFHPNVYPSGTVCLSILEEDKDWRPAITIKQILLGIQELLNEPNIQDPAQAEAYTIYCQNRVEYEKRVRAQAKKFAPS
CRFR2-BP antag: blocks CRF-induced signaling of the CRF-BP/CRF-R2 complex; HEK293 CRF-R2/CRF-BP, CRF-induced calcium fluorescence; inhibition, % at 11.8 µM; 350,000 tested, 0.59% active;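 active = inhibition of the ligand-induced calcium signal above about 50% at the single tested concentration, limit read from the data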
IDE cell activ: IDE (human) activation, cell-based; P14735; HEK cells, FAbeta-B cleavage, fluorescence polarization; 0% vehicle, 100% cell-free pure enzyme wells; activation, % at 5.96 µM; 340,000 tested, 0.073% active;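 active = activation above the mean of all tested compounds plus 3 SD, set per screening campaign, cut at about 17% in these data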
Active calls of the source: *; . = no result given.

A first look, 4 compounds:
IDE inh,HCV NS3 hel inh,VIM-2 inhibitor,IMP-1 inh,p-CIP stab down,GalR3 antagonist,UBC9 SUMO inh,CRFR2-BP antag,IDE cell activ,Molecule
-4,.,.,.,.,-6,.,-1,-4,COc1ccc(C(CNC(=O)CNC(=O)c2ccc(F)cc2)N2CCCC2)cc1 (stereo not given)
3,15,-1.0,-3.4,-1,8,7,4,5,COc1ccc(/C=N/N=C2/NC(=O)C(CC(=O)O)S2)cc1OCc1ccc(Cl)cc1 (stereo not given)
-3,-5,-2.4,-3.8,-8,-13,17,7,-2,CS(=O)(=O)NCCOc1ccc(S(=O)(=O)N2CCCc3ccccc32)cc1
-3,.,.,.,.,0,.,3,-1,C[C@H]1CN([C@@H](C)CO)C(=O)Cc2cc(NS(=O)(=O)c3cn(C)cn3)ccc2O[C@@H]1CN(C)C(=O)Nc1ccc(F)cc1

This part in full (from the top)
IDE inh,HCV NS3 hel inh,VIM-2 inhibitor,IMP-1 inh,p-CIP stab down,GalR3 antagonist,UBC9 SUMO inh,CRFR2-BP antag,IDE cell activ,Molecule
-4,.,.,.,.,-6,.,-1,-4,COc1ccc(C(CNC(=O)CNC(=O)c2ccc(F)cc2)N2CCCC2)cc1 (stereo not given)
3,15,-1.0,-3.4,-1,8,7,4,5,COc1ccc(/C=N/N=C2/NC(=O)C(CC(=O)O)S2)cc1OCc1ccc(Cl)cc1 (stereo not given)
-3,-5,-2.4,-3.8,-8,-13,17,7,-2,CS(=O)(=O)NCCOc1ccc(S(=O)(=O)N2CCCc3ccccc32)cc1
-3,.,.,.,.,0,.,3,-1,C[C@H]1CN([C@@H](C)CO)C(=O)Cc2cc(NS(=O)(=O)c3cn(C)cn3)ccc2O[C@@H]1CN(C)C(=O)Nc1ccc(F)cc1
3,.,.,.,.,-4,.,-4,4,CCN(CC)CCn1c2c(c(SCC(=O)Nc3cc(C)cc(C)c3)nc1=O)CCC2
7,25,-6.0,-2.9,-1,-5,10,-1,4,Cc1cc(=O)nc2c3ccccc3n(CC(=O)NC3CCCCC3)n12
2,4,-1.2,-2.2,-16,-4,-3,16,5,O=C1NN(c2ccccc2)C(=O)/C1=C\c1cccn1-c1ccc(Cl)c([N+](=O)[O-])c1
0,3,-3.0,-3.8,1,-4,-8,20,2,Cc1cc(=O)[nH]c(S/C=C/c2ccccc2)n1
2,-25,0.0,-2.7,-13,-3,-15,31,7,CC(=O)Nc1ccc(S(=O)(=O)N2CCSC2c2ccc(Cl)cc2)cc1 (stereo not given)
2,.,.,.,.,-6,.,-3,-4,Cc1cc(Cl)ccc1OCC(=O)NNC(=O)C1CCN(c2ncnc3sc(C)c(C)c23)CC1
2,-2,-3.5,-1.9,3,-2,-15,-17,2,O=C(Cc1ccccc1)NC(=S)Nc1ccc(N2CCCCC2)cc1
0,1,-1.6,-1.5,-8,6,-16,3,0,CCCNC(=O)C(CC)NS(=O)(=O)c1ccc(OC)cc1 (stereo not given)
0,6,-1.6,-2.8,6,-3,1,1,-1,CCCN1C(=O)/C(=C/c2ccc(C)o2)SC1=Nc1ccc(OCC)cc1
1,25,-2.8,-4.1,-19,-7,.,-6,2,COc1cc(/C=C2/C(=N)N3N=C(CC(=O)N4CCOCC4)SC3=NC2=O)ccc1OCc1ccccc1
5,-4,-1.9,-2.0,-14,-5,6,7,-1,O=C(C1=C[C@@H](C2CC2)C[C@@H](OCc2ccc(CO)cc2)O1)N1CCN(Cc2ccccc2)CC1
-1,2,-1.9,-3.3,-11,-10,26,7,2,CC(C)CCN1CC(C(=O)NCc2ccc(F)cc2)CC1=O (stereo not given)
3,-7,-1.9,-3.9,-27,-11,-8,2,-2,CCOc1ccc(N(CC(=O)Nc2ccccc2Cl)S(C)(=O)=O)cc1
0,-3,1.4,-2.3,-18,-4,18,-22,.,CCc1c(C)nc(SCC(=O)N2C(C)CCCC2C)[nH]c1=O (stereo not given)
8,4,-1.1,-4.3,4,-8,0,-5,1,CC(Cc1cnccn1)NC(=O)c1cc(COc2ccc(F)cc2F)on1 (stereo not given)
2,-3,-0.6,-3.5,4,-6,-15,12,-1,O=C(O)CCC(=O)N1CCC(n2nnc3cc(C(F)(F)F)ccc32)CC1
-1,5,-0.9,-0.4,4,-6,12,-8,3,Cc1cc(NC(=O)c2cccs2)ncc1NC(=O)C(C)(C)C
2,-1,-4.4,-2.2,3,-1,18,17,-1,CCOC(=O)c1ccc(NC(=O)c2ccc(NC(=O)c3ccccc3)cc2)cc1
1,1,-3.6,-5.0,-11,1,11,14,-3,O=C(CCCC(=O)OCC(=O)c1cccs1)Nc1ccc(F)cc1
-1,-4,-1.4,-2.0,-22,-8,-13,-15,0,Cc1cccc(C)c1NC(=O)NC1CC2CCC(C1)N2Cc1cccs1 (stereo not given)
-1,8,-0.4,-1.4,-15,-2,18,3,-1,CCC(CC)NC(=O)COC(=O)c1ccc(OCc2ccc(C(C)=O)cc2OC)c(OC)c1
7,-26,-2.4,-3.6,-7,-4,-1,-15,-4,O=C(C[n+]1cccc(CNC(=O)c2ccc(OC(F)F)cc2)c1)Nc1ccccc1Cl
1,7,0.5,1.0,-9,-2,11,12,3,Cc1ccc(NC(=O)C(C)N2C(=O)c3ccccc3C2=O)cc1C (stereo not given)
3,-5,-1.8,-3.8,-4,2,21,2,1,CC(C)C12CN3CC(C(C)C)(CN(C1)C3(C)C)C2=O
-4,.,.,.,.,-1,.,30,5,COc1cccc(NC(=O)CN(C)C(=O)CCSc2ccc(C)cc2)c1
6,-4,-1.6,-1.2,-9,-4,7,-1,2,COc1ccc(C2CC(c3ccc(F)cc3)=NN2c2ccccc2)cc1OC (stereo not given)
-4,9,-3.0,-4.2,3,-4,48,-7,4,O=C(CP(=O)(c1ccccc1)c1ccccc1)N/N=C/c1cc(Br)cc(Br)c1O
3,8,-0.2,-1.1,-4,-9,8,22,3,CC(=O)COc1ccc2c(-c3ccccc3)cc(=O)oc2c1
-1,-11,-1.4,4.5*,-7,4,14,7,4,COc1ccccc1N1CCN(S(=O)(=O)c2cc3[nH]c(=O)c(=O)[nH]c3cc2C)CC1
5,-1,-0.1,-2.6,-4,-6,12,-2,4,Cc1ccc(CN(c2ccc(C(=O)NCc3ccccn3)cc2)S(C)(=O)=O)cc1
-5,-13,-3.8,-2.9,-37,-1,-2,12,3,CCN(CC)CCn1c(=N)n(CC(O)c2ccco2)c2ccccc21 (stereo not given)
-10,-5,-0.9,-0.7,-11,0,-3,5,3,CCOc1ccccc1C1C(C(=O)OC)=C(N)OC2=C1C(=O)CCC2 (stereo not given)
-5,14,-0.2,-2.1,-6,-10,2,-4,0,Cc1ccc(S(=O)(=O)N[C@@H](Cc2ccccc2)C(=O)N2CCC[C@@H]2C(=O)O)cc1
-3,14,-3.2,-5.0,-29,1,40,3,0,O=C(CCn1c(=S)[nH]c2cc3c(cc2c1=O)OCO3)NCc1cccc(Cl)c1
0,12,-4.4,-3.5,0,-3,-3,-10,12,Cc1cc(C)cc(N=Cc2c(O)c3ccccc3oc2=O)c1
4,-1,-1.4,-1.2,-3,-10,4,2,-5,CC(=O)NCCOC(=O)c1nn(Cc2ccccc2)c(=O)c2ccccc12
2,.,.,.,.,-7,.,-1,-3,CCCCCCCCN1[C@@H](CC(=O)OCC)c2cc(F)ccc2S1(=O)=O
-3,-7,-7.1,-2.3,5,-3,-12,-13,4,Cc1cc(-c2cccc([N+](=O)[O-])c2)nc2ccc3ccccc3c12
-3,.,.,.,.,-5,.,20,4,C/C(=N\Nc1ccc(S(=O)(=O)N2CCCCC2)cn1)c1ccc(O)cc1
-7,-4,-2.8,-0.2,4,-4,-2,20,-5,CC(=O)c1cc(CC=C(C)C)c(O)cc1O
0,0,-1.8,-3.3,-5,-4,8,-27,1,Oc1cc2ccccc2cc1-c1nnc2n1-c1ccccc1SC2
-9,5,-3.9,-3.1,-6,-1,10,1,5,Nc1ccc(C(=O)O)cc1[N+](=O)[O-]
4,-19,-6.9,-1.3,-5,-3,7,-6,-2,C/C(=N\NC(=O)CCCCCNC(=O)c1ccccc1)c1ccccc1O
-2,5,-1.2,-0.7,-9,-1,15,-11,5,CC1CCN(Cc2nnnn2CCCC(=O)N(C)C2CCOC2)CC1 (stereo not given)
2,-16,-1.4,-2.9,-10,-4,-8,-4,4,CCOc1ccc(CC(=O)N2CCN=C2SC)cc1
5,.,.,.,.,-7,.,8,-3,O=C(CSc1n[nH]c(-c2cccs2)n1)N1CCOCC1
5,4,-0.1,-3.0,-10,-2,1,1,0,COc1ccc(NC(=O)CSc2ccc(-c3sc(C)nc3C)nn2)cc1OC
2,-1,-1.8,-3.4,-7,5,13,-9,-3,Cc1sc(NC(=O)/C=C/c2ccco2)c(C(=O)OC(C)C)c1C
-1,12,-1.9,-1.4,-1,-6,11,4,-2,CC(C)[C@H](NC(=O)N1CC(=O)Nc2ccccc21)C(=O)N1CCC[C@H]1C(=O)O
8,10,0.3,-0.7,-6,-4,13,-27,5,O=C(c1ccc2ccccc2c1)N1CCN(c2ccc(C(F)(F)F)cn2)CC1
4,-2,0.8,-0.9,-4,-4,16,8,-3,COc1ccc(OCC(=O)Nc2ccc(N3CCCCC3)cc2)cc1
-1,.,.,.,.,-2,.,1,1,CCOc1cc(N2CCOCC2)c(OCC)cc1NC(=O)COC(=O)CCOc1ccc(C(C)(C)C)cc1

Next records
IDE inh,HCV NS3 hel inh,VIM-2 inhibitor,IMP-1 inh,p-CIP stab down,GalR3 antagonist,UBC9 SUMO inh,CRFR2-BP antag,IDE cell activ,Molecule
-1,-14,-5.1,-3.2,5,-3,0,8,1,COc1ccc(NC(=O)CN(C)CC(=O)Nc2ccccc2SC)cc1
4,18,-0.1,0.1,-8,0,10,8,5,O=C(O)c1cc2cc(Cl)cc(Cl)c2oc1=O
1,-2,-3.9,-1.5,-2,-5,2,9,3,NC(=O)CNC(=O)c1ccc(Cl)cc1
5,.,.,.,.,-3,.,0,5,O=S(=O)(/N=C(/Nc1nccs1)c1ccc(F)cc1)c1ccccc1
0,-5,-0.7,-1.5,-4,-10,-10,-3,-1,Cc1ccc2oc(C(=O)N(C)CCC(O)c3ccccc3)c(C)c2c1 (stereo not given)
2,-5,1.1,-3.2,-7,-6,4,-11,2,COc1ccc(C)cc1Nc1n[n+](C)c(-c2c3ccccc3cc3ccccc23)s1
1,10,-1.1,-2.1,-6,-3,5,1,1,Cc1ccc(C(=O)N2CCCC2)cc1S(=O)(=O)N1CCOCC1
-8,-1,-2.8,-2.9,-5,3,1,8,2,Cc1ccc(NC(=O)C2CCCO2)cc1[N+](=O)[O-] (stereo not given)
4,.,.,.,7,3,2,-2,-4,COc1ccc(C(=O)N2CC3(CC(c4cccc(NC(=O)COc5ccc(Cl)cc5)c4)=NO3)C[C@@H]2C(N)=O)cc1 (stereo not given in full)
2,1,-2.5,-3.0,-14,1,-4,12,3,COc1cccc2cc(C(=O)Nc3cccnc3N3CCOCC3)c(=O)oc12
-3,7,-0.4,-0.7,-4,-5,14,-12,2,CC(=O)Nc1ccc(NC(=O)CSc2ccc(-c3sc(C)nc3C)nn2)cc1

Assay outcomes: PubChem BioAssay, several laboratories
